PNC inhibitor = perinucleolar compartment assembly inhibition; AID 2417; PC3M PTB-GFP, PNC prevalence imaging, 16 h; hits give low values; hit rate 3.1% among 140,000; activity change (PNC), negative = inhibition, % at 10 µM;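 active = readout at or below -70, meaning at least 70% loss of cells showing the perinucleolar compartment, a nuclear body marking cancer cells; inconclusive = readout between -30 and a set limit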;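 also: plate controls were DMSO wells for no effect and camptothecin positive control wells for full effect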
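Read-out is percentage of cells bearing a perinucleolar compartment, from automated 20x imaging of fixed, Hoechst-stained PC3M PTB-GFP cells. Cells were seeded 4 h, then exposed 16 h to compound (23 nl of library stock) in duplicate plates.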
ALOX15B inhib = 15-hLO-2 (ALOX15B) enzyme inhibition. Potency, µM (top dose mostly 57.1 µM), inactives show at the highest dose activity change, negative = inhibition, most hits filed as inhibitors. O15296. AID 881. hit rate 0.56% among 110,000. purified 15hLO-2, xylenol orange hydroperoxide absorbance; also: potency is read from the fitted curve at half-maximal effect; nearly all actives have a fitted effect of over 60% in size; many of its hits are not listed in these tables
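Purified human 15hLO-2 (50 nM final) preincubated with compounds 15 min at room temperature in 25 mM Hepes pH 7.5, 0.01% Triton X-100, then 45 uM arachidonic acid added for 90 min; hydroperoxide detected via ferrous/xylenol orange, 573/405 nm absorbance ratio.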
IMPase inh = IMPase inhibition in cells; 120,000 tested, under 10 active; CHO-M1 cells, IP1 accumulation, HTRF TR-FRET ratio; inhibition (IP1 accumulation), % at 46.1 µM; AID 901; P97697; active = well fitted curve in the direction sought with a large enough effect in the signal ratio, not every such curve was filed as active; inconclusive = small, poorly fitted or top-dose-only effect, or a change in a side signal; inactive = no such curve, though single readings can be large or run the other way; the % refers to the signal ratio;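 also: cells stimulated with carbachol in lithium chloride buffer; plate controls were DMSO basal wells for no effect and reference inhibitor wells for full effect; higher means more IMPase inhibition seen as more IP1 and lower FRET ratio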
Target sequence (P97697 whole entry, looked up): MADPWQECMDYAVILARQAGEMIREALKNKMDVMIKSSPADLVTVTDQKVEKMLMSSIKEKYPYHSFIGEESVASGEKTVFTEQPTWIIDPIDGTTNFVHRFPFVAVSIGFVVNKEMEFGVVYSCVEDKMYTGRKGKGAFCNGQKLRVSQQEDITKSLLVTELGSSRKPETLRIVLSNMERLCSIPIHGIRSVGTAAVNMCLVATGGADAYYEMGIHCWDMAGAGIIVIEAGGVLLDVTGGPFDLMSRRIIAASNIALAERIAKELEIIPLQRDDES
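Seeded CHO-M1 cells were dosed with compound at up to 46 uM, stimulated with carbachol for 30 min, then lysed in IP-One detection reagents. Higher IP1 lowers the TR-FRET signal.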
ALOX12 inhib = 12-hLO (ALOX12) enzyme inhibition; purified 12-hLO, xylenol orange hydroperoxide absorbance; Potency, µM (top dose mostly 57.1 µM), for the others: top-dose activity change, negative = inhibition, hits mostly inhibitors; hit rate 0.12% among 150,000; also: potency is read from the fitted curve at half-maximal effect; nearly all actives have a fitted effect of over 55% in size; many of its hits are not listed in these tables
Target sequence (P18054 whole entry, looked up): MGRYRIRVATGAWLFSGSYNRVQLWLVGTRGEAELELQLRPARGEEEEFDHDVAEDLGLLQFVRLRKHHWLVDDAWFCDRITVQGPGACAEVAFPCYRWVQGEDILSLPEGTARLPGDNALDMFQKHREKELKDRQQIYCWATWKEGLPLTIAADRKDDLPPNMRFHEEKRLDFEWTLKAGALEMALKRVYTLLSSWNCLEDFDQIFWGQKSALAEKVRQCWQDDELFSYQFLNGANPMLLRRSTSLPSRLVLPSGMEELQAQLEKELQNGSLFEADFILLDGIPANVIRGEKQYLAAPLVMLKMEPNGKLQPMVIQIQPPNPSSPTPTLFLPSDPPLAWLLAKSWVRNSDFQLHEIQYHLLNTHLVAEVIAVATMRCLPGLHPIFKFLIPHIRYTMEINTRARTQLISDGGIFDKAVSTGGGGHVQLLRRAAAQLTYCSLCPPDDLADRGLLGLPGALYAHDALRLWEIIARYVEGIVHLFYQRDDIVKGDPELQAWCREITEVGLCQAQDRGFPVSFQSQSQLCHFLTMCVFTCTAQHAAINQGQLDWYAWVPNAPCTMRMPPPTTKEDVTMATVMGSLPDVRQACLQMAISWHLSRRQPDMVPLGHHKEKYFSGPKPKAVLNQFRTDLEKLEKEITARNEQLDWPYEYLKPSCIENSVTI
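Lipoxygenase turnover measured by absorbance at 573 and 405 nm after Fe-XO development. Human 12hLO 150 nM, arachidonate 40 uM, pH 7.0 Hepes buffer with detergent; 15 min compound preincubation, 30 min reaction.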
* hit, by the source's call; [ ] = another dose, or the depositor's remark. Unless noted, calls follow the shape of the dose curve; as a rule, active = well fitted curve in the direction sought with a large enough effect; inconclusive = small, poorly fitted or top-dose-only effect, or another doubt; inactive = no such curve, though single readings can be large; an effect the other way counts as inactive or inconclusive. Unless noted, % is scaled to controls: 0 for no effect and ±100 for the full control effect. The list is partial. The share of hits here may be higher or lower than overall.

Results for CCOc1ccc(C2=C(C=Nc3c(C)n(C)n(-c4ccccc4)c3=O)C(c3ccc(F)cc3)c3ccccc3O2)cc1 (stereo not given) ?
PNC inhibitor: inconclusive; ALOX15B inhib: -4%; IMPase inh: -2; ALOX12 inhib: -8%

Results for CCN=C(Nc1ccc2c(c1)OCO2)SC1CC(=O)N(c2ccccc2F)C1=O (stereo not given) ?
PNC inhibitor: -17; ALOX15B inhib: 2%; IMPase inh: 0; ALOX12 inhib: -5%

What do the screens show for `Cc1ccccc1C1C(C#N)=C2N=C(N)c3c(sc4c3CCCCC4)N2C2=C1C(=O)CC(C)(C)C2` (stereo not given)?
PNC inhibitor: 87; ALOX15B inhib: -9%; IMPase inh: 5; ALOX12 inhib: -9%

What do the screens show for `Cc1cccc(Nc2cc(C)c3c(O)cccc3n2)c1C`?
PNC inhibitor: 44; ALOX12 inhib: -10%

Results for Cc1nn(Cc2ccccc2)c(C)c1C(=O)OCC(=O)c1cc(C)n(CC(F)(F)F)c1C ?
PNC inhibitor: 23; ALOX15B inhib: 9%; IMPase inh: 0; ALOX12 inhib: -1%

How did COc1ccc(C)cc1S(=O)(=O)Nc1cccc(Cl)c1Cl do in these assays?
PNC inhibitor: 79; IMPase inh: 7; ALOX12 inhib: -5%

How did Cc1ccc(C(=O)C2=C(O)C(=O)N(c3ncccn3)C2c2ccc(Cl)cc2)o1 (stereo not given) do in these assays?
PNC inhibitor: 100; IMPase inh: inconclusive; ALOX12 inhib: 15%

Results for CC1CCN(c2ccc(N3C(=O)C4CCCCC4C3=O)cc2[N+](=O)[O-])CC1 (stereo not given) ?
PNC inhibitor: 64; ALOX12 inhib: 2%

How did Cc1cc(C(=O)COC(=O)CNC(=O)c2ccc(F)cc2)c(C)n1Cc1ccco1 do in these assays?
PNC inhibitor: 9; ALOX12 inhib: 0%

How did O=c1[nH]n(-c2ccc(F)cc2)c2ncccc12 do in these assays?
PNC inhibitor: 10; ALOX15B inhib: -19%; IMPase inh: 3; ALOX12 inhib: 0%

How did Cn1c(COc2ccccc2)nnc1SCC(=O)NCc1ccccc1 do in these assays?
PNC inhibitor: inconclusive; ALOX15B inhib: 2%; IMPase inh: 7; ALOX12 inhib: -3%

How did CCCc1nc2oc3c(NCCN(C)C)ncnc3c2c2c1CCCC2 do in these assays?
PNC inhibitor: 11; ALOX15B inhib: 48%[activator]; IMPase inh: 15; ALOX12 inhib: 8%

How did N#C/C(C(=O)c1ccccc1)=C1/CCCN1 do in these assays?
PNC inhibitor: inconclusive; ALOX15B inhib: -4%; IMPase inh: 6; ALOX12 inhib: -2%

How did Cc1ccc(C(=O)NNC(=O)C2CCN(c3nc(C)cc(C)n3)CC2)cc1 do in these assays?
PNC inhibitor: 100; ALOX15B inhib: -2%; IMPase inh: -4; ALOX12 inhib: 2%

How did CCOC(=O)C1(S(=O)(=O)c2ccccc2)CCN(Cc2ccc(Cl)cc2)CC1 do in these assays?
PNC inhibitor: -20; ALOX15B inhib: 35%[activator]; IMPase inh: 0; ALOX12 inhib: -11%

Results for CO/N=C/NC(=O)c1c(OC)ccnc1Oc1ccc(Cl)cc1 ?
PNC inhibitor: 35; ALOX15B inhib: -6%; IMPase inh: 1; ALOX12 inhib: -8%

What do the screens show for `Cc1cc(C)n(-c2nc3ccccc3[nH]c2=O)n1`?
PNC inhibitor: inconclusive; IMPase inh: -6; ALOX12 inhib: 4%

Results for COC(=O)CCCC(=O)Nc1ccc(Cl)c(Cl)c1 ?
PNC inhibitor: -100*; IMPase inh: -5; ALOX12 inhib: 4%

What do the screens show for `CCOC(=O)CSC1=NC(=O)CS1`?
PNC inhibitor: inconclusive; ALOX15B inhib: -24%; IMPase inh: 1; ALOX12 inhib: -3%

Results for CCN1C(=O)C2(C(C#N)=C(N)Oc3n[nH]c(C(C)C)c32)c2ccccc21 (stereo not given) ?
PNC inhibitor: inconclusive; ALOX15B inhib: 4%; IMPase inh: 6; ALOX12 inhib: -5%

What do the screens show for `O=C1/C(=C\c2ccco2)SC(=S)N1c1ccc(O)cc1`?
PNC inhibitor: 39; ALOX12 inhib: inconclusive

What do the screens show for `Cc1ccc(Cn2ccc(NC(=O)c3cc(-c4ccc(Cl)cc4)on3)n2)cc1`?
PNC inhibitor: 28; ALOX15B inhib: 1%; IMPase inh: -6; ALOX12 inhib: -4%

Results for O=C(O)CCN1C(=O)/C(=C\c2ccc(-c3nc4ccccc4s3)o2)SC1=S ?
PNC inhibitor: -17; ALOX15B inhib: -27%; IMPase inh: 1; ALOX12 inhib: -4%

How did CCOC(=O)c1c(-c2cccc([N+](=O)[O-])c2)csc1NC(=O)CCCOc1ccccc1OC do in these assays?
PNC inhibitor: 40; IMPase inh: -5; ALOX12 inhib: -1%

Results for c1cncc(-c2csc(NCc3ccco3)n2)c1 ?
PNC inhibitor: 18; ALOX15B inhib: 5%; IMPase inh: 2; ALOX12 inhib: -6%

Results for O=C(Nc1cccc(C(F)(F)F)c1)N1CCN(C(=O)Nc2cccc(C(F)(F)F)c2)CC1 ?
PNC inhibitor: inconclusive; ALOX15B inhib: -1%; IMPase inh: -3; ALOX12 inhib: -2%

What do the screens show for `O=c1c2ccccc2nc2n1CCc1c-2[nH]c2ccccc12`?
ALOX15B inhib: -9%[0.0915 µM]; IMPase inh: -3; ALOX12 inhib: -1%[0.00818 µM]

What do the screens show for `O=C(NC(=S)NCCc1ccc(Cl)cc1)c1ccco1`?
PNC inhibitor: -4; ALOX12 inhib: -21%

Results for Cc1noc(C)c1S(=O)(=O)N1CCCC(C(=O)Nc2nccs2)C1 (stereo not given) ?
PNC inhibitor: 15; ALOX15B inhib: 7%; IMPase inh: 6; ALOX12 inhib: 7%

What do the screens show for `CCCc1ccc(/C=C2\C(=O)c3ccccc3C(O)=C2C(=O)OCC)cc1`?
PNC inhibitor: inconclusive; ALOX15B inhib: 6.3µM*; IMPase inh: 9; ALOX12 inhib: -22%

Results for COc1ccc(NS(=O)(=O)c2ccc(NC(=O)c3ccc(N(C)S(C)(=O)=O)cc3)cc2)cc1 ?
PNC inhibitor: inconclusive; IMPase inh: 3; ALOX12 inhib: -6%

Results for COc1cc2c(c(OC)c1OC)C(c1ccc(C)cc1)CC(=O)O2 (stereo not given) ?
ALOX15B inhib: -1%[0.0915 µM]; ALOX12 inhib: -13%[0.00818 µM]

What do the screens show for `CCOc1ccc(Br)cc1/C=N/NC(=O)c1ccncc1`?
PNC inhibitor: -12; ALOX15B inhib: 8%; IMPase inh: -8; ALOX12 inhib: -1%

How did COC(=O)C1(c2ccccc2)NC(c2cccs2)C2C(=O)N(C)C(=O)C21 (stereo not given) do in these assays?
PNC inhibitor: inconclusive; ALOX15B inhib: -1%; IMPase inh: 7; ALOX12 inhib: -5%

Results for CCCn1nnnc1NC(=O)COc1ccc(Cl)c(C)c1 ?
PNC inhibitor: -10; IMPase inh: -10; ALOX12 inhib: 0%

How did CCOC(=O)c1cccc(-n2c(C)cc(C=O)c2C)c1 do in these assays?
PNC inhibitor: inconclusive; ALOX12 inhib: -3%

What do the screens show for `CC(CCC(=O)O)(c1cc(Br)c(O)c(Br)c1)c1cc(Br)c(O)c(Br)c1`?
ALOX15B inhib: -17%[11.4 µM]; ALOX12 inhib: -2%[11.4 µM]

How did O=C(NCc1ccc(Cl)cc1)c1cnccn1 do in these assays?
PNC inhibitor: inconclusive; ALOX15B inhib: 3%; IMPase inh: 1; ALOX12 inhib: -1%

What do the screens show for `Cc1ccc(N=C2NC(=O)c3cc([N+](=O)[O-])ccc32)cc1`?
PNC inhibitor: 58; IMPase inh: inconclusive; ALOX12 inhib: 2%

How did CCOC(=O)c1[nH]c2cc3c(cc2c1NC(=O)CN1CC(C)CC(C)C1)OCO3 (stereo not given) do in these assays?
PNC inhibitor: -7; ALOX15B inhib: 6%; IMPase inh: 5; ALOX12 inhib: -3%

How did COc1cccc2c1C(=O)c1c(O)c3c(c(O)c1C2=O)C[C@@](O)(C(C)=O)C[C@@H]3O[C@H]1C[C@H](N)[C@H](O)[C@H](C)O1 do in these assays?
PNC inhibitor: -115*; ALOX15B inhib: 39%[activator][0.0915 µM]; IMPase inh: 16; ALOX12 inhib: 3%

How did CCOc1ccc(NS(=O)(=O)c2ccc(OCC(=O)N3CCCC3)cc2)cc1 do in these assays?
PNC inhibitor: 17; ALOX15B inhib: 0%; IMPase inh: 10; ALOX12 inhib: -1%

What do the screens show for `O=C1CN(C(=O)CCCc2c[nH]c3ccccc23)c2ccccc2N1`?
PNC inhibitor: -12; ALOX15B inhib: -1%; IMPase inh: 7; ALOX12 inhib: -8%

What do the screens show for `CC1=C(C)CC(C(=O)N2CCN(Cc3ccccc3)CC2)C(C(=O)O)C1` (stereo not given)?
PNC inhibitor: 30; ALOX15B inhib: 3%; IMPase inh: -4; ALOX12 inhib: 3%

How did COc1ccc(Nc2ncc(C(=O)N3CCN(Cc4ccccc4)CC3)c3ccccc23)cc1 do in these assays?
PNC inhibitor: 59; ALOX15B inhib: 53%[activator]; IMPase inh: 7; ALOX12 inhib: -2%

What do the screens show for `COC(=O)CN(n1cnnc1)S(=O)(=O)c1ccc(C)cc1`?
PNC inhibitor: 17; ALOX15B inhib: 0%; IMPase inh: -1; ALOX12 inhib: 1%

How did CCn1nc(C)c(NS(=O)(=O)c2ccccc2)c1C do in these assays?
PNC inhibitor: -105*; ALOX15B inhib: -5%; IMPase inh: 0; ALOX12 inhib: 4%

How did O=C(c1cc(-n2cnnc2)ccc1Cl)N1CCN(c2nc(-c3ccccc3)cs2)CC1 do in these assays?
PNC inhibitor: inconclusive; ALOX15B inhib: 1%; IMPase inh: 13; ALOX12 inhib: 1%

The closing four compounds of the part before lead into the next.
How did COc1ccc(Nc2ncc(C(=O)N3CCN(Cc4ccccc4)CC3)c3ccccc23)cc1 do in these assays?
PNC inhibitor: 59; ALOX15B inhib: 53%[activator]; IMPase inh: 7; ALOX12 inhib: -2%

What do the screens show for `COC(=O)CN(n1cnnc1)S(=O)(=O)c1ccc(C)cc1`?
PNC inhibitor: 17; ALOX15B inhib: 0%; IMPase inh: -1; ALOX12 inhib: 1%

How did CCn1nc(C)c(NS(=O)(=O)c2ccccc2)c1C do in these assays?
PNC inhibitor: -105*; ALOX15B inhib: -5%; IMPase inh: 0; ALOX12 inhib: 4%

How did O=C(c1cc(-n2cnnc2)ccc1Cl)N1CCN(c2nc(-c3ccccc3)cs2)CC1 do in these assays?
PNC inhibitor: inconclusive; ALOX15B inhib: 1%; IMPase inh: 13; ALOX12 inhib: 1%

Results for Cc1nn(C)c(C)c1S(=O)(=O)N1CCc2ccccc21 ?
PNC inhibitor: inconclusive; ALOX15B inhib: -12%; IMPase inh: 14; ALOX12 inhib: 0%

Results for Cc1ccc(C(=O)COC(=O)CCC(=O)NC2CCCCC2)cc1C ?
PNC inhibitor: inconclusive; ALOX15B inhib: 0%; IMPase inh: 5; ALOX12 inhib: 7%

What do the screens show for `COc1ccc(C2NC(=O)c3ccccc3O2)c(OC)c1OC` (stereo not given)?
PNC inhibitor: 32; ALOX15B inhib: 3%; IMPase inh: -3; ALOX12 inhib: 7%

Results for O=C(O)C[C@H](Sc1ccccc1)c1ccccc1 ?
ALOX15B inhib: -9%[11.4 µM]; ALOX12 inhib: 0%[11.4 µM]

Results for CC(=O)CS(=O)(=O)c1ccc(Oc2ccc(S(=O)(=O)CC(C)=O)cc2)cc1 ?
PNC inhibitor: 20; IMPase inh: 2; ALOX12 inhib: -3%

How did Cn1nc(CC(=O)NC2CCCCCC2)c2ccccc2c1=O do in these assays?
PNC inhibitor: 8; ALOX15B inhib: -2%; IMPase inh: 2; ALOX12 inhib: -1%

How did Cc1cc(-c2ccccc2)nc(Oc2cccc(C(F)(F)F)c2)c1S(C)(=O)=O do in these assays?
PNC inhibitor: 36; ALOX15B inhib: 1%; IMPase inh: 3; ALOX12 inhib: -7%

Results for CC1CCC(NC(=O)C2CCN(c3cnccn3)CC2)CC1 (stereo not given) ?
PNC inhibitor: 22; ALOX15B inhib: -2%; IMPase inh: 2; ALOX12 inhib: -3%

High-throughput results (PubChem BioAssay)
